Screening results: PubChem, Fisher Drug Discovery Resource Center
NPYLR7 agonist: activates Aedes aegypti NPYLR7 receptor; 270,000 compounds, 0.15% hits; activation, % at 10 µM; AID 1259423; HEK293T NPYLR7/Galpha15, GCaMP6s calcium fluorescence; in the data active = activation above about 40%;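 note: 0% = vehicle and 100% = reference agonist at the receptor; some compounds past the cut are filed as inactive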
hcGAS lum: inhibitors of human cGAS; 290,000 compounds, 0.081% hits; Q8N884; inhibition, % at 12.5 µM; recombinant h-cGAS, ATP depletion, Kinase-Glo luminescence; AID 1259398;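 note: 0% = vehicle reaction and 100% = reaction without DNA for no activity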
Target sequence (Q8N884 whole entry, looked up): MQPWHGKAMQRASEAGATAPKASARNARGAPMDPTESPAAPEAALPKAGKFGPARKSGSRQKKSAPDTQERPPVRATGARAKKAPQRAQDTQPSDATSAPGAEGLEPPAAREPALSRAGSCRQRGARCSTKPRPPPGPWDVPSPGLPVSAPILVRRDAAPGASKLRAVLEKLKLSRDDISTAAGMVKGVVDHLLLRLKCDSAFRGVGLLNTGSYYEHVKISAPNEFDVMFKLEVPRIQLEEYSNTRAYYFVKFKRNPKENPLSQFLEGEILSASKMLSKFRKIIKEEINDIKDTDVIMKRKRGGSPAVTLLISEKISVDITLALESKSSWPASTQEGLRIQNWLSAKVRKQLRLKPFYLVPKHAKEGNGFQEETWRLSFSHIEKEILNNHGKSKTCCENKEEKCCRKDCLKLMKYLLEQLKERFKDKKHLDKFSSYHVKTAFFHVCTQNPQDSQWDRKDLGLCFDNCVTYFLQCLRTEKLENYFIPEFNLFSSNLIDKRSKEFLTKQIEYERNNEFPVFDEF
mcGAS inh: blocks mouse cGAS activity | recombinant cGAS, Kinase-Glo ATP depletion luminescence | AID 1259399 | 160,000 compounds, 0.15% hits | Q8C6L5 | inhibition, % at 12.5 µM;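 note: 0% = negative control wells and 100% = reference inhibitor with no enzyme activity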
An asterisk follows results filed as active; & = joins results of further samples. Cut-off read from the data, not from the text of the source, unless noted: active = inhibition above about 40%; inactive = the rest.

N#CCCNC(=O)c1ccc(-c2cc(-c3ccc(Cl)cc3Cl)[nH]n2)cc1 was read as NPYLR7 agonist -3, hcGAS lum -2 and mcGAS inh -3.
`O=C(O)c1ccc(N2CCN(C(=O)c3ccc4oc(-c5cccnc5)nc4c3)CC2)c([N+](=O)[O-])c1` gave NPYLR7 agonist -4, hcGAS lum -7 and mcGAS inh -3.
For O=C(c1ccc(Cn2ccnc2)o1)N1CCCC(CCc2ccccc2F)C1 (stereo not drawn) the results were NPYLR7 agonist 8 and hcGAS lum -6.
CS(=O)(=O)c1ccccc1C(=O)NCc1nnnn1-c1ccc(Cl)cc1 was read as NPYLR7 agonist 0, hcGAS lum -7 and mcGAS inh -5.
For CCNC(=O)CN1CCN(Cc2cnc3c(-c4ccccc4)cnn3c2)CC1 the results were NPYLR7 agonist 20 and hcGAS lum -4.
Screening Cc1nn(C)c(N2CCOCC2)c1CN(C)Cc1[nH]c2ccccc2c1C returned NPYLR7 agonist 5 and hcGAS lum -11.
For COc1cc(-c2cccc(CN3CCOCC3)c2)ncn1 the results were NPYLR7 agonist 0 and hcGAS lum -3.
Screening CCc1nc2n(n1)C(=O)C(C(c1ccc(OC)cc1)N1CCC(C(N)=O)CC1)S2 (stereo not drawn) returned NPYLR7 agonist -8, hcGAS lum 3 and mcGAS inh 2.
Screening CC(C)c1ccc(-n2nc(C(=O)N(C)C3CCCCC3)c(=O)n(Cc3ccccc3F)c2=O)cc1 returned NPYLR7 agonist -2, hcGAS lum -1 and mcGAS inh 0.
`COCCN(CC1CCCN(C2Cc3ccccc3C2)C1)C(=O)CSC` (stereo not drawn) gave NPYLR7 agonist 1, hcGAS lum 2 and mcGAS inh 0.
For COc1ccc(NC(=O)CCC2CCCN(C(=O)C3=CC(=O)CC(C)(C)O3)C2)cc1Cl (stereo not drawn) the results were NPYLR7 agonist 5 and hcGAS lum -4.
For COc1ccc(N2CCN(Cc3nc4c([nH]3)c(=O)n(C)c(=O)n4C)CC2)cc1 the results were NPYLR7 agonist 1, hcGAS lum -6 and mcGAS inh -8.
Screening CC1c2[nH]c3ccccc3c2CCN1C(=O)CCCc1nc(C(C)(C)C)no1 (stereo not drawn) returned NPYLR7 agonist 9 and hcGAS lum -5.
For c1ccc(-n2ncc3c(Nc4ccc5c(c4)OCO5)nc(NCC4CCCO4)nc32)cc1 (stereo not drawn) the results were NPYLR7 agonist 1, hcGAS lum -6 and mcGAS inh -9.
Screening COCC(=O)Nc1ccc(-c2c(C3CC3)nn(-c3cc(C)ccc3C)c2OC(C)=O)cc1 returned NPYLR7 agonist 11, hcGAS lum 3 and mcGAS inh -1.

Next part; the last 3 above are carried over.
Screening CC1c2[nH]c3ccccc3c2CCN1C(=O)CCCc1nc(C(C)(C)C)no1 (stereo not drawn) returned NPYLR7 agonist 9 and hcGAS lum -5.
For c1ccc(-n2ncc3c(Nc4ccc5c(c4)OCO5)nc(NCC4CCCO4)nc32)cc1 (stereo not drawn) the results were NPYLR7 agonist 1, hcGAS lum -6 and mcGAS inh -9.
Screening COCC(=O)Nc1ccc(-c2c(C3CC3)nn(-c3cc(C)ccc3C)c2OC(C)=O)cc1 returned NPYLR7 agonist 11, hcGAS lum 3 and mcGAS inh -1.
`CN(CC(O)CN1CCOCC1)CC1CC(c2ccc(Cl)cc2)=NO1` (stereo not drawn) gave NPYLR7 agonist -1, hcGAS lum -5 and mcGAS inh -4.
For COc1cccc(CO[C@]2(C(=O)NCCN(C)C)CC(OCc3cccc(C(F)(F)F)c3)[C@H](O)[C@H](O)C2)c1 (stereo partly drawn) the results were NPYLR7 agonist 9, hcGAS lum -3 and mcGAS inh -4.
For CCCC1(CCC)NC(=O)N(CC(=O)NC2CCCCCC2)C1=O the results were NPYLR7 agonist 0 and hcGAS lum -1.
Screening OC1(c2ccc(F)cc2)CSC(=Nc2cccnc2)N1Cc1ccco1 (stereo not drawn) returned NPYLR7 agonist -1 and hcGAS lum -6.
For Cc1c(C)n2c3c(=O)n(CC=Cc4ccccc4)c(=O)n(C)c3nc2n1Cc1ccco1 the results were NPYLR7 agonist 2, hcGAS lum -3 and mcGAS inh -9.
CN1c2ccccc2C(=O)NC1c1ccccc1OCc1ccccc1 (stereo not drawn) was read as NPYLR7 agonist 7, hcGAS lum -1 and mcGAS inh -13.
For CN(C)c1ccnc2sc3c(N(CCO)CCO)ncnc3c12 the results were NPYLR7 agonist -5, hcGAS lum 3 and mcGAS inh 1.
`CN(CC(F)(F)C(F)F)S(=O)C12CC3CC(CC(C3)C1)C2` (stereo not drawn) gave hcGAS lum -7 and mcGAS inh -4.
Screening Cn1c(=O)n(CCN2CCOCC2)c(=O)c2c1nc1n2CCCN1Cc1ccccc1 returned NPYLR7 agonist -1 and hcGAS lum -10.
Screening Cc1ccc2oc(=O)cc(-c3sc4nc(C)cc(C)c4c3N)c2c1 returned NPYLR7 agonist -5 and hcGAS lum -9.
For O=C1CNC(=O)N1CCN1CCCC1C1CCCc2ccccc21 (stereo not drawn) the results were NPYLR7 agonist 4, hcGAS lum -6 and mcGAS inh -17.
CN(C)CCCOc1ccc(-c2nnc3ccc(-c4ccc(C(=O)N5CCOCC5)cc4)cn23)cc1 was read as NPYLR7 agonist 8, hcGAS lum -4 and mcGAS inh -6.
Screening CC(C)(C)c1ccc(C(=O)N2CCC2(C)C(=O)Nc2cccc3c2CCCC3)cc1 (stereo not drawn) returned NPYLR7 agonist -4, hcGAS lum 1 and mcGAS inh -3.
For CC1=NC2=C(C(=O)CCC2)C(c2cccc(Cl)c2)C1C(=O)OC1CCCCC1 (stereo not drawn) the results were NPYLR7 agonist -8, hcGAS lum 1 and mcGAS inh 2.
Screening CN(C)C=CC(=O)c1cc2ccccc2oc1=O returned NPYLR7 agonist -1 and hcGAS lum -7.
Screening O=C(CCN1CCN(S(=O)(=O)N2CCCC2)CC1)Nc1nccs1 returned NPYLR7 agonist 0, hcGAS lum -2 and mcGAS inh -8.
O=C(CSc1nc2ccccc2s1)N/N=C\c1ccco1 was read as NPYLR7 agonist 11, hcGAS lum 3 and mcGAS inh 3.
`O=C(c1ccc(CSc2nnc(-c3ccncc3)n2-c2cccc(C(F)(F)F)c2)cc1)N1CCN(c2ccccc2F)CC1` gave NPYLR7 agonist 16, hcGAS lum -6 and mcGAS inh -6.
Screening COc1ccc(CNC(=O)c2cn(Cc3ccc(OC(C)=O)cc3)c(=O)s2)cc1 returned NPYLR7 agonist 11 and hcGAS lum -6.
For CNc1nc2cnc(Nc3ccccc3Cl)cc2n1-c1cccc(C(F)(F)F)c1 the results were NPYLR7 agonist 46, hcGAS lum -6 and mcGAS inh -10.
For CCn1ccc(=O)[nH]c1=O the results were NPYLR7 agonist 0 and hcGAS lum -11.
`CC(Cn1cncn1)NS(=O)(=O)c1ccc2c(c1)N(C)CCC2` (stereo not drawn) gave NPYLR7 agonist 3 and hcGAS lum 4.
CC(C)c1nc(CN(C)C(=O)COc2cccnc2)cs1 was read as NPYLR7 agonist 3, hcGAS lum 2 and mcGAS inh 1.
`CCOCC(=O)N1CCC2(CCC2O)CC1` (stereo not drawn) gave hcGAS lum -7 and mcGAS inh -4.
For Cc1nc(C)c(C(=O)O)s1 the results were NPYLR7 agonist 5 and hcGAS lum -2.
`Cc1nn(C(C)C(=O)Nc2ccc(F)c(Cl)c2)c(C)c1[N+](=O)[O-]` (stereo not drawn) gave NPYLR7 agonist -7, hcGAS lum 2 and mcGAS inh 3.
CCN=C1NS(=O)(=O)c2ccccc21 was read as NPYLR7 agonist -3 and hcGAS lum -3.
CNC(=O)NC(=O)CSc1nc2cc(-c3ccc(C)cc3)sc2c(=O)n1C1CC1 was read as NPYLR7 agonist 9 and hcGAS lum 0.
For C=CCCC(O)CN(CC(=O)N1CCc2sccc2C1COc1ccc(F)cc1)CC1CC1 (stereo not drawn) the results were NPYLR7 agonist 5, hcGAS lum -3 and mcGAS inh -5.
Screening O=C(CN1CN(c2ccccc2)C2(CCN(C(=O)c3cccs3)CC2)C1=O)NCc1ccccc1 returned NPYLR7 agonist 12, hcGAS lum -6 and mcGAS inh -3.
For Cc1ccc(CNC(=O)c2cc(C)[nH]n2)c(C)c1 the results were NPYLR7 agonist 6, hcGAS lum 5 and mcGAS inh 2.
COc1nc(-c2ccccc2C)n(-c2ccc(NC(=O)c3ccc([N+](=O)[O-])cc3)cc2)n1 was read as NPYLR7 agonist 6, hcGAS lum -2 and mcGAS inh -5.
Nc1nc(SCC(=O)c2c(N)n(C3CC3)c(=O)[nH]c2=O)n[nH]1 was read as NPYLR7 agonist -1 and hcGAS lum -2.
Screening CC1=C(C(=O)NCCOc2cccc3ccc(C)nc23)C(C)NC(=O)N1 (stereo not drawn) returned NPYLR7 agonist 3, hcGAS lum -4 and mcGAS inh -11.
COc1ccc(OC)c(-c2nc3cc(C)cc(C)n3c2Nc2c(C)cccc2C)c1 was read as NPYLR7 agonist 15&8, hcGAS lum -8&-9 and mcGAS inh -10&-8.
COc1cc2c(cc1OC)C1CN(C(=S)Nc3ccc(F)c(C)c3)CC(=O)N1CC2 (stereo not drawn) was read as NPYLR7 agonist 26, hcGAS lum -12 and mcGAS inh -8.
`CCNC(=O)CN(c1ccc(C)cc1)S(=O)(=O)c1ccc(SC)cc1` gave NPYLR7 agonist 4, hcGAS lum -2 and mcGAS inh -7.
Screening CCOC(=O)CCC(=O)N(Cc1ccc(OS(=O)(=O)c2cccc(C(F)(F)F)c2)cc1)CC(C)C returned NPYLR7 agonist -12, hcGAS lum -2 and mcGAS inh -4.
`CCn1cc(C(CC(=O)NCc2cccnc2)c2cccc(C)c2)c2ccccc21` (stereo not drawn) gave hcGAS lum -5 and mcGAS inh -5.
For CCOC(=O)CC1CCCCN1Cc1cc(-c2ccccn2)no1 (stereo not drawn) the results were NPYLR7 agonist 8, hcGAS lum -3 and mcGAS inh -16.
For Cc1cc(NC(=O)CSc2nnc(C(C)C)c3cnn(-c4ccc(C)c(C)c4)c23)no1 the results were NPYLR7 agonist 17, hcGAS lum -3 and mcGAS inh -8.
`Cc1cccc2oc(=O)n(C3CCN(C(=O)c4ccc5c(c4)OCO5)CC3)c12` gave NPYLR7 agonist 29, hcGAS lum -6 and mcGAS inh -7.
Screening COC(=O)Nc1c(C)nc2n(C)c3ccccc3n12 returned NPYLR7 agonist 1, hcGAS lum -3 and mcGAS inh 8.
Screening CN(C)CCCOc1ccc(-c2nnc3ccc(-c4cccc(O)c4)cn23)cc1 returned NPYLR7 agonist 5, hcGAS lum -2 and mcGAS inh -5.
Cc1ccc(-c2ccnc(NC(C)Cn3cncn3)n2)c(C)n1 (stereo not drawn) was read as NPYLR7 agonist -1 and hcGAS lum -4.

An excerpt from above in order of molar mass, ascending:
Cc1ccc(-c2ccnc(NC(C)Cn3cncn3)n2)c(C)n1 (stereo not drawn) was read as NPYLR7 agonist -1 and hcGAS lum -4.
Screening CC1=C(C(=O)NCCOc2cccc3ccc(C)nc23)C(C)NC(=O)N1 (stereo not drawn) returned NPYLR7 agonist 3, hcGAS lum -4 and mcGAS inh -11.
`Cc1cccc2oc(=O)n(C3CCN(C(=O)c4ccc5c(c4)OCO5)CC3)c12` gave NPYLR7 agonist 29, hcGAS lum -6 and mcGAS inh -7.

(list continues)
`CCCSc1n[nH]c(=S)s1` gave NPYLR7 agonist -4 and hcGAS lum -4.
`O=C(C1CC2(CCNCC2)CN1)N1CCC(c2nc3ccccc3[nH]2)CC1` (stereo not drawn) gave NPYLR7 agonist 27 and hcGAS lum -1.
Screening Cc1noc(C)c1CCC(=O)N(C)Cc1nccn1C returned NPYLR7 agonist 0 and hcGAS lum 13.
For CC(=O)NCCC1CCCCN1C(=O)Nc1ccc(F)c(C(F)(F)F)c1 (stereo not drawn) the results were NPYLR7 agonist 7 and hcGAS lum -8.
Screening Cc1ccc(C)c(OCC(=O)NCCNC(=O)c2cccnc2)c1C returned NPYLR7 agonist -7, hcGAS lum -2 and mcGAS inh -9.
For CCCC1SCCN1C(=O)c1ccc2c(c1)[nH]c(=O)n2C (stereo not drawn) the results were NPYLR7 agonist -21 and hcGAS lum -12.
For COc1ccc(COC(=O)c2ccc(Cl)o2)cc1 the results were NPYLR7 agonist 0 and hcGAS lum -6.
`CS(=O)(=O)CCCSCc1ccc(Br)c(F)c1` gave NPYLR7 agonist 7, hcGAS lum -6 and mcGAS inh -15.
`CCn1c(SCC(=O)NCCc2ccccc2)nc2c(c1=O)SC(C)C2` (stereo not drawn) gave NPYLR7 agonist -8 and hcGAS lum -8.
For O=C(CCn1ccnc1)N1CCC2(CCC(=O)N(CC3CC3)CC2)CC1 the results were hcGAS lum 1 and mcGAS inh -1.
`CS(=O)(=O)CCSCC(=O)NC1CCCC1` gave NPYLR7 agonist 4, hcGAS lum -8 and mcGAS inh -15.
C=CCN(c1ccc(C(=O)O)cc1)S(=O)(=O)c1ccc(/C=C/C(=O)O)cc1 was read as NPYLR7 agonist 0, hcGAS lum -2 and mcGAS inh -4.
`S=c1[nH]nc(CCc2ccccc2Cl)o1` gave NPYLR7 agonist 4 and hcGAS lum -5.
`Cc1cc(S(=O)(=O)N2CCC(NS(=O)(=O)c3cccs3)CC2)ccc1Br` gave NPYLR7 agonist 7 and hcGAS lum 3.
